Source: PubChem
HTT aggregate – reduces HttQ103-GFP aggregates in PC12 cells. 220,000 tested, 1.1% active. AID 1688. Potency, µM (top dose mostly 46.1 µM), for the others: at the highest dose activity change, negative = inhibition, most hits filed as inhibitors. PC12 HttQ103-GFP aggregates, Acumen cytometry, 40 h; further: potency means the concentration at half of the fitted maximal effect; on the % scale 0 is the no-effect control and ±100 the full control effect; nearly all actives have a fitted effect of over 60% in size
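PC12/HTTQ103-GFP, ecdysone-inducible; teb 100 nM; cpd qHTS titration; GFP aggregates read on laser cytometer, Ex 488/Em 500-530 nm.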
KinaseGlo FLuc – counter-screen: inhibitors of Kinase-Glo firefly luciferase. 200,000 tested, 0.28% active. Potency, µM (titrated, usually from 38.3 µM), for the others: at the top dose activity change, negative = inhibition, most hits filed as inhibitors. Q27757. AID 1379. Kinase-Glo luciferase, ATP luminescence, 8 min; further: potency means the concentration at half of the fitted maximal effect; on the % scale 0 is the no-effect control and ±100 the full control effect; nearly all actives have a fitted effect of over 60% in size
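Inhibition of Kinase-Glo luciferase light generation was assessed at 10 uM ATP in pH 7.2 imidazole buffer, with luminescence measured after eight minutes at ambient temperature.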
HTT ATP protect – protects HTT-Q103 PC12 cells, measured by ATP | Potency, µM (series often up to 56.4 µM), for inactives: cytoprotection (ATP increase), most hits filed as activators | 230,000 tested, 0.14% active | PC12 HTT-Q103 induced, cytoprotection, ATP luminescence, 40 h;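 further: potency means the concentration at half of the fitted maximal effect; % of control where 0% means no effect; nearly all actives have a fitted effect of over 45% in size; toxic huntingtin expression switched on by the ecdysone agonist tebufenozide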
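Huntington model: PC12 line, ecdysone-inducible HTTQ103 exon1–GFP, tebufenozide 100 nM. Test articles in a dose series. Endpoint luminescence from cellular ATP.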
CBFb-RUNX1 inh – CBF-beta/RUNX1 interaction disruption; Q01196+Q13951; AlphaScreen CBFb-His/RUNX1-biotin binding, biochemical; Potency, µM (doses to about 59.8 µM), without a hit: at the highest dose activity, negative = inhibition, most hits filed as inhibitors; 230,000 tested, under 10 active; AID 1477; further: % of control where 0% means no effect
Target sequence (Q01196 whole entry, looked up): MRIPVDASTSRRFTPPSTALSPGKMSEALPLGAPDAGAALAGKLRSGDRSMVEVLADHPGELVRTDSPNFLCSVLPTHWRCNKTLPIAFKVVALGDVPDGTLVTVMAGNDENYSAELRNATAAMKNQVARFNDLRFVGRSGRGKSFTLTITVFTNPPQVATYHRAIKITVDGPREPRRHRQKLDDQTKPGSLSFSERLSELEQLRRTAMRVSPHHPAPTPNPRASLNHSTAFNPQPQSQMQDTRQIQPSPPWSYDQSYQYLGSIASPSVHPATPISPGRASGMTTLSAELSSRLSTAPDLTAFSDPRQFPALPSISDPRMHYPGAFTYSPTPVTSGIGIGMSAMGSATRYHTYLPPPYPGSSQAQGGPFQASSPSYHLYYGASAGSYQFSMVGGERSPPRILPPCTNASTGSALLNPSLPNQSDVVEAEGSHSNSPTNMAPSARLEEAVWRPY
Target sequence (Q13951 whole entry, looked up): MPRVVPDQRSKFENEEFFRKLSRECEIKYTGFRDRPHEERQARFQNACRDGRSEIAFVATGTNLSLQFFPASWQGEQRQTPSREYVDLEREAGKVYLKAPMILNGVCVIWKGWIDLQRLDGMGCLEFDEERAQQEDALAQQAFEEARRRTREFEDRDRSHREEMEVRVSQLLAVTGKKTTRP
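Bead-based AlphaScreen assay; binding partners His-tagged CBF-beta and biotinylated RUNX1 at 30 nM each. Compound exposure 15 min after a 20-min protein preincubation; bead step 90 min; all steps at room temperature.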
Lamin A splicing – changes lamin A minigene splicing in HeLa cells; AID 1487; HeLa LMNA splicing GFP/RFP minigene ratio, 48 h; 200,000 tested, 0.01% active; Potency, µM (highest dose often 46.1 µM), for inactives: at the top dose ratio change, negative = inhibition, usual class: inhibitors; active means well fitted inhibition curve with a large enough effect in the signal ratio, with a control signal flat, not every such curve was filed as active; inconclusive means small, poorly fitted or top-dose-only effect, or effect the other way, or a change in a side signal; the % refers to the signal ratio; further: potency means the concentration at half of the fitted maximal effect; on the % scale 0 is the no-effect control and ±100 the full control effect
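S3 HeLa stable clones carrying a lamin A-EGFP splicing minigene plus DsRed2 were seeded at 600 cells/well in Opti-MEM with 2% FBS, pin-dosed and incubated 48 h at 37°C. Acumen cytometry (488 nm) gave the GFP/RFP total-intensity ratio.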
SMN2 splice enh – increases expression of the SMN2 splice variant. HEK293 SMN2-luciferase splicing reporter, luminescence, 30-36 h. Potency, µM (titrated, usually from 46.1 µM), for inactives: at the top dose activity change, positive = activation, actives largely listed as activators. 210,000 tested, 2.8% active. AID 1458; further: potency means the concentration at half of the fitted maximal effect; % of control where 0% means no effect; nearly all actives have a fitted effect of over 55% in size
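qHTS luciferase splicing reporter: luminescence rises when SMN2 exon 7 is included in transfected HEK293 cells. Compound exposure lasted 30-36 h at 37C, with 4.5 mM final sodium butyrate as control, followed by a ONE-Glo read.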
IMPase Li cell – cell-permeable IMPase inhibitors with lithium potentiation; AID 1457; Potency, µM (highest dose often 59.4 µM), for inactives: at the highest dose activity, negative = IMPase inhibition, actives largely listed as inhibitors; CHO-M1 cells, IP1 TR-FRET (IP-One), carbachol + lithium; 210,000 tested, 0.35% active;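 further: IP1 builds up when IMPase is blocked and the TR-FRET signal falls; potency means the concentration at half of the fitted maximal effect; plate controls were basal vehicle for no effect and high inhibitor control for full effect; nearly all actives have a fitted effect of over 50% in size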
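CHO cells stably expressing M1 receptor (2000/well, cultured 16–30 h) treated 30 min at 37C with compound plus low lithium. Cytosolic IP1 by TR-FRET (665/620 ratio and 620 channel) after 10 min lysis; AC50 by Hill fit.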
The depositor's hits bear a star; ? = inconclusive; nt = not tested or not shown; [ ] = remark or other dose. Unless noted, the call rests on the fitted dose curve; in most records, active means well fitted curve in the direction sought with a large enough effect; inconclusive means small, poorly fitted or top-dose-only effect, or another doubt; inactive means no such curve, though single readings can be large; an effect the other way counts as inactive or inconclusive.

compound	SMN2 splice enh	CBFb-RUNX1 inh	HTT ATP protect	Lamin A splicing	HTT aggregate	IMPase Li cell	KinaseGlo FLuc
CCC1=C2CC[C@H]3C(=O)N(CC)C(=O)[C@H]3[C@H]2[C@@]2(Cc3ccccc3)C(=NCC3CC3)OC(=O)N2C1=O	6%	10%	-8%	nt	nt	3%	-5%
COC(=O)C1C(c2ccccc2)C(C(=O)N2CCN(C)CC2)C1c1ccccc1 (centres undefined)	nt	3%	16%	9%	-7%	14%[38.3 µM]	0%
COc1cc2c(cc1NC(=O)CN(C)Cc1nc3ccccc3c(=O)[nH]1)oc1ccccc12	-20%	7%	-9%	6%	?	30%[activator][38.3 µM]	4%
O=C(CSc1ncccn1)NC(=O)NCc1ccccc1	3%	10%	8%	18%	6%[9.22 µM]	1%[38.3 µM]	2%
CC(C)=CC(=O)Nc1ccc(Br)cc1	13µM*	11%	11%[10 µM]	-5%	7%	-8%[38.3 µM]	1%
COC(=O)CCN(C(=O)c1ccc(OC(C)=O)cc1)c1ccccn1	-2%	4%	5%	9%	24%	-8%[38.3 µM]	-3%
CC(C)Cc1nc(N2CCCCC2)c(C#N)c2c1CCC2	-9%	8%	-40%[inhibitor]	12%	-3%	0%[38.3 µM]	-6%
COc1ccc(CN2C(=O)C(=O)N(CC(N)=O)C2=O)cc1	20%	5%	4%	nt	4%	0%	-1%
C#CCOCCOCCOCCNc1nc(N2CCN(C(=O)[C@H](CCC(=O)O)n3cc(C(N)CO)nn3)CC2)nc(N2CCN(C(=O)[C@H](CCC(=O)O)n3cc(C(N)[C@H](C)CC)nn3)CC2)n1 (some centres undefined)	nt	13%	6%[10 µM]	nt	-12%[9.22 µM]	2%	nt
COc1ccccc1-c1ccc(=O)n(CC(=O)NCc2ccco2)n1	4%	?	-10%	5%[46 µM]	15%	-6%	1%
CC(C)C(=O)Nc1ccc(C(=O)NNC(=O)CCCOc2ccc(Cl)cc2Cl)cc1	0%	3%	-5%	11%	11%	2%[38.3 µM]	3%
COc1cccc(NC(=O)CCNS(=O)(=O)c2cccc3nsnc23)c1	12%	1%	-14%	20%[9.22 µM]	-5%	-3%	10%
O=C(CSCc1ccc(Cl)cc1)N1CCN(Cc2ccc3c(c2)OCO3)CC1	-33%[inhibitor]	4%	-8%[1.9 µM]	?	?	13%	6%
CC(C)(C)NC(=O)N1CCCC(C(=O)c2cccc(Cl)c2)C1 (centres undefined)	nt	4%	8%[10 µM]	3%[46 µM]	-9%[9.22 µM]	3%	0%
CN(C)c1ccc(N=Cc2nc(-c3ccccc3)oc2O)cc1	-3%	3%	3%	?	16%	-4%[38.3 µM]	-3%
Cc1ccc(C2(CCNCc3ccc(N(C)C)cc3)CCOC(C(C)C)C2)cc1 (centres undefined)	-23%	-18%	-1%[10 µM]	1%[46 µM]	8%	2%	-3%
Cc1ccc(/C=N/n2c(C)nnc2C)o1	7%	2%	4%[10 µM]	-4%	-3%	0%	1%
NC(=O)Cn1nc([N+](=O)[O-])nc1Oc1ccc(Br)cc1	12%	2%	-8%	-5%[46 µM]	29%	-7%	2%
CN(C)C(=O)c1ccc(-c2ccc3ncnc(NC4CCNCC4)c3c2)cc1	4%	nt	1%	3%	nt	-2%	-1%
O=c1c(Cl)c(NS(=O)(=O)c2ccccc2)cnn1-c1ccccc1	nt	13%	4%[10 µM]	nt	12%[9.22 µM]	nt	nt

Arranged by value in CBFb-RUNX1 inh (smallest number first): 3 of the compounds above.
Compound	SMN2 splice enh	CBFb-RUNX1 inh	HTT aggregate	IMPase Li cell
COC(=O)C1C(c2ccccc2)C(C(=O)N2CCN(C)CC2)C1c1ccccc1 (centres undefined)	nt	3%	-7%	14%[38.3 µM]
COc1ccc(CN2C(=O)C(=O)N(CC(N)=O)C2=O)cc1	20%	5%	4%	0%
COc1cc2c(cc1NC(=O)CN(C)Cc1nc3ccccc3c(=O)[nH]1)oc1ccccc12	-20%	7%	?	30%[activator][38.3 µM]

Further results follow.
compound	SMN2 splice enh	CBFb-RUNX1 inh	HTT ATP protect	Lamin A splicing	HTT aggregate	IMPase Li cell	KinaseGlo FLuc
c1ccc([P+](CC[P+](c2ccccc2)(c2ccccc2)c2ccccc2)(c2ccccc2)c2ccccc2)cc1	-5%[9.22 µM]	nt	-43%[inhibitor][10 µM]	nt	nt	3%	-1%[7.66 µM]
CC(=O)c1ccc(N/C=C\C(=O)c2ccc(C)cc2)cc1	16µM*	9%	8%[10 µM]	27%[46 µM]	-9%	1%	1%
Clc1ncccc1-c1nnn(-c2ccccc2Br)n1	nt	18%	0%[10 µM]	nt	5%[9.22 µM]	-7%	nt
Cc1ccc(C(=O)CNc2ccc(Br)cc2)cc1	5%	-1%	-7%	6%	?	3%[38.3 µM]	1%
CC1=C(C(=O)Nc2ccccn2)C(c2ccc(Cl)cc2)NC(=S)N1 (centres undefined)	?	-5%	9%	nt	5%	-4%	10%
COc1ccccc1CCNS(=O)(=O)c1ccc(C(=O)O)n1C	nt	-2%	4%[10 µM]	nt	11%[9.22 µM]	nt	nt
Cc1cc(C)c(NC(=S)N(CCc2ccncc2)C(C)C)c(C)c1	-6%	16%	-52%[inhibitor][1.9 µM]	nt	1%	-3%	1%
CCCCNC(=S)N/N=C/c1cccc(OCC)c1O	nt	4%	19%[10 µM]	nt	-4%[9.22 µM]	nt	nt
N#Cc1cccc(-c2ccc3ncnc(NCCN4CCOCC4)c3c2)c1	nt	nt	-100%[inhibitor]	?	nt	8%	nt
CN(CC(=O)Nc1cccnc1)S(=O)(=O)c1cc(Cl)ccc1Cl	?	8%	-18%	-4%	13%	24%[38.3 µM]	-1%
Cc1ccc2nc(NC(=O)CSc3nncc(=O)n3N)sc2c1	29%	?	-11%[10 µM]	-4%	9%	-5%	-1%
O=C(CSc1ccc2nnc(-c3cccnc3)n2n1)NCC1CCCO1 (centres undefined)	5%	4%	9%	-7%	-1%	4%	4%
CCCc1[nH]n(-c2ccc(F)cc2)c(=O)c1C=NCC1CCCO1 (centres undefined)	nt	2%	1%[10 µM]	nt	-5%[9.22 µM]	-2%	nt
CC(=O)c1cccc(NC(=O)Nc2ccc(C(=O)N3CCOCC3)cc2)c1	-13%	-13%	-9%[10 µM]	-8%	10µM*	-4%	-13%
COc1cc(C#CC#CCN2CCCCC2)ccc1O	9%	-6%	-3%	-6%	8%	-3%[38.3 µM]	-1%
CCOc1ccc(-c2[nH]nc3c2C(c2cccnc2)C(C#N)=C(N)O3)cc1 (centres undefined)	21%	-3%	21%	4%	0%	16%[38.3 µM]	-2%
CN(C)CCCN=C(N)N	1%[9.22 µM]	nt	-4%[10 µM]	nt	nt	0%	0%[7.66 µM]
N#C/C(=C\c1ccc(Sc2ccccc2)o1)c1nc2ccccc2[nH]1	11µM*	7%	-2%[10 µM]	?	-9%	28%	-16%
COC(=O)C1=C(C)N(C)C(C)=C(C(=O)OC)C1c1ccc(C(=O)OC)cc1	16%	2%	-21%	-15%	15%	18%[38.3 µM]	-1%
O=C(COC(=O)CCc1nc2ccccc2c(=O)[nH]1)NCc1ccc(F)cc1	nt	8%	-5%[10 µM]	nt	0%[9.22 µM]	nt	nt
CN(C)/C=N/c1ncn(-c2ncc(C(F)(F)F)cc2Cl)n1	11µM*	-3%	-79%[inhibitor]	?	20%	-9%	?
O=c1ccn(Cc2ccccc2)cc1	nt	1%	-9%[10 µM]	nt	-13%[9.22 µM]	nt	nt
COc1ccc(CCN(Cc2cc3cc(C)ccc3[nH]c2=O)C(C)=O)cc1OC	nt	3%	21%[10 µM]	12%[46 µM]	14%[9.22 µM]	1%	-3%
Cc1ccc(N2C(=O)CC3(CC4C=CC3C4)C2=O)cc1 (centres undefined)	-3%	2%	13%	8%	-6%	7%[38.3 µM]	-1%
COc1ccc(S(=O)(=O)N2C3CCC2CC(NC(=O)NC2CCCCC2)C3)cc1 (centres undefined)	-11%	1%	0%	-10%	-23%	25%[38.3 µM]	-2%
N#Cc1ccccc1NC(=O)COC(=O)c1ccc(S(=O)(=O)N2CCCC2)cc1	-7%	11%	-26%[10 µM]	5%	18%	3%[38.3 µM]	1%
O=C(NC1CCCC1)c1cccc(Cl)c1	5%	-10%	-67%[inhibitor]	nt	-17%	2%	3%
CCOC(=O)Cc1csc(NC(=O)Cc2ccc([N+](=O)[O-])cc2)n1	0%	-4%	-8%[0.074 µM]	15%	0%	6%	-2%
COc1ccc(CCn2c(C)cc(C(=O)CCl)c2C)cc1OC	-36%[inhibitor]	-16%	9%[10 µM]	?	?	27%	1%
O=C(CCSc1ccccc1)Nc1nc2c(s1)COc1ccccc1-2	-1%	3%	5%[10 µM]	20%	-1%	-18%[38.3 µM]	-1%
COc1cc(C(=O)N/C(=C\c2cn(C)c3ccccc23)C(=O)NCCCO)cc(OC)c1OC	-27%	3%	-19%	?	12%	-5%	-2%
Nc1sccc1C(=O)c1ccccc1	23%	-11%	-1%[10 µM]	?	15%	1%	-3%
Cc1ccc(OCCn2cc(/C(N)=N/O)c3ccccc32)cc1C	-15%	-6%	-23%	?	-33%	0%[38.3 µM]	-2%
O=C(c1ccccc1)c1ccc2nc(Nc3ccccc3)c3nncn3c2c1	nt	-4%	-5%[10 µM]	nt	5%[9.22 µM]	nt	nt
CCn1cnc2cc([N+](=O)[O-])ccc21	11%	5%	-35%	nt	-1%	-11%	-1%
COc1ccccc1N=c1oc2cc(O)ccc2cc1C(=O)NCC1CCCO1 (centres undefined)	-1%	7%	-29%[10 µM]	-8%	11%	-4%[38.3 µM]	-5%
CCN(C(=O)CN(C)Cc1cccc(Cl)c1Cl)c1c(N)n(Cc2ccccc2)c(=O)[nH]c1=O	10%	2%	10%[10 µM]	-6%	3%	5%	2%
CN1N=C(C(=O)N2CCCC(C(=O)c3cccc(C(F)(F)F)c3)C2)CCC1=O (centres undefined)	nt	25%	-5%[10 µM]	nt	8%[9.22 µM]	-8%	nt
COc1ccc2cc(CO)c(Cl)nc2c1	24%	-8%	10%	4%[46 µM]	2%	-5%	-2%
Cc1c(/C=C(\C#N)c2nn(-c3ccccc3)c(N)c2C#N)c2ccccc2n1Cc1ccc(F)cc1	15%	-3%	-16%	2%	8%	10%[38.3 µM]	-1%
CN1CCN(c2ccccc2NC(=O)c2cccc([N+](=O)[O-])c2)CC1	1%	-4%	-8%[10 µM]	nt	11%	8%	-2%
